GLD-1 RNA inh – GLD-1-TGE RNA interaction inhibition (C. elegans); 320,000 tested, 0.44% active; AID 2280; purified GLD-1 + fluorescein TGE RNA, fluorescence polarization; Q17339; inhibition, % at 5.96 µM;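 active = percent inhibition above a per-plate cutoff, the plate mean of test compounds plus 3 SD, cut at about 30% in these data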;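 note: 0% = DMSO wells with GLD-1 and probe and 100% = wells lacking GLD-1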
Target sequence (Q17339 whole entry, looked up): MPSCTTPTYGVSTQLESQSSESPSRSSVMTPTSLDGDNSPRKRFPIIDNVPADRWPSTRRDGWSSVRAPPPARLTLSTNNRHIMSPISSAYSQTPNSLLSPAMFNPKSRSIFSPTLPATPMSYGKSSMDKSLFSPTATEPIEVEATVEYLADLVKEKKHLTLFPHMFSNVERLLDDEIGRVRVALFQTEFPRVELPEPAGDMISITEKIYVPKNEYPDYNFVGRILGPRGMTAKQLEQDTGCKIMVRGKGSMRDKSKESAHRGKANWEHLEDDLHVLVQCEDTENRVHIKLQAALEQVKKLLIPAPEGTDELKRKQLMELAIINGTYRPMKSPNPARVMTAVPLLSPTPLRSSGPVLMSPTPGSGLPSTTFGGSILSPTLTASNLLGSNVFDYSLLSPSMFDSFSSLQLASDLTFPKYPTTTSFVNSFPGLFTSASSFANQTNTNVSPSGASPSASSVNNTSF
MCL1-BIM inh – MCL1-BIM-BH3 interaction inhibition (human) | Q07820 | GST-MCL1 / FITC-Bim-BH3 fluorescence polarization | inhibition, % at 10.9 µM | 320,000 tested, 0.68% active | AID 2057;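 active = inhibition above the mean inhibition of all tested compounds plus 3 SD, set per campaign, cut at about 40% in these data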;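 note: 0% = DMSO wells and 100% = unlabeled Bim-BH3 peptide control; higher means more loss of mP so more displacement of Bim peptide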
VLA-4 inh – inhibition in a human VLA-4 binding assay | P13612 | AID 2557 | VLA-4 expressing cells, ligand binding flow cytometry | inhibition, % (about 7 µM as worked out from the volumes in the protocol) | 330,000 tested, 0.2% active; in the data active = inhibition above about 50%
Fam108B counter – blocks mouse Fam108B hydrolase in RBBP9 counter-screen. AID 1947. 300,000 tested, 0.33% active. recombinant Fam108B, FP-Rh probe fluorescence polarization. inhibition, % at 9.51 µM;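 active = inhibition above the screen mean inhibition plus 3 SD, computed separately per campaign, cut at about 18% in these data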;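 note: inhibitors lower polarization as less probe binds the enzyme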
MEX-5 binding – C. elegans MEX-5 TCR-2 RNA binding activity | Q9XUB2 | MEX-5/FITC-TCR2 RNA binding, fluorescence polarization; hits give low values | activity score (negative = inhibition of binding), % at 10 µM | 300,000 tested, 0.38% active | AID 1832;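 active = inhibition past about -25% in most replicates, and total fluorescence under double the plate's negative control median, limit read from the data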;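 note: 0% = DMSO and -100% = 5 µM competing unlabeled TCR2 RNA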
PME-1 primary – PME-1 (human) inhibition; Q9Y570; recombinant PME-1, FP-Rh probe fluorescence polarization; 320,000 tested, 0.53% active; inhibition, % at 5.9 µM;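 active = inhibition above the campaign mean of all compounds plus 3 SD, cut at about 26% in these data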;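 note: competitive labeling of PME-1 active site by serine hydrolase directed probe; 0% = PME-1 with DMSO and 100% = wells lacking PME-1 enzyme; inhibitors block probe labeling so polarization falls and inhibition rises; many of its hits are not listed in these tables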
Target sequence (Q9Y570 whole entry, looked up): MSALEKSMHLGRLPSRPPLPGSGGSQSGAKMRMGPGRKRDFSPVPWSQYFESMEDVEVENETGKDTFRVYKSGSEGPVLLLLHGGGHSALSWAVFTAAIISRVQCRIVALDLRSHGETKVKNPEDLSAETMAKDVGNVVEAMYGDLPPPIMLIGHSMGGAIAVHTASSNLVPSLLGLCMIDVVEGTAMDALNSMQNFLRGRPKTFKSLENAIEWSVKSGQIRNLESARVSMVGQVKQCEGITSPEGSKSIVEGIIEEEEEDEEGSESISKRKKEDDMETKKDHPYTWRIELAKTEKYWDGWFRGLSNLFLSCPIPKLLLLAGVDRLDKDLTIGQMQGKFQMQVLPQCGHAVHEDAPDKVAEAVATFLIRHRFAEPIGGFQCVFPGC
BCLXL inh – inhibitors of human Bcl-xL | Q07817 | GST-Bcl-xL / FITC-Bim BH3 peptide fluorescence polarization | inhibition, % at 10.9 µM | 320,000 tested, 0.7% active;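 active = inhibition above the mean of all tested compounds plus 3 SD, cutoff set per campaign, cut at about 30% in these data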;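 note: 0% = DMSO wells and 100% = unlabeled Bim-BH3 peptide competitor; inhibitors lower millipolarization by displacing the labeled peptide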
Target sequence (Q07817 whole entry, looked up): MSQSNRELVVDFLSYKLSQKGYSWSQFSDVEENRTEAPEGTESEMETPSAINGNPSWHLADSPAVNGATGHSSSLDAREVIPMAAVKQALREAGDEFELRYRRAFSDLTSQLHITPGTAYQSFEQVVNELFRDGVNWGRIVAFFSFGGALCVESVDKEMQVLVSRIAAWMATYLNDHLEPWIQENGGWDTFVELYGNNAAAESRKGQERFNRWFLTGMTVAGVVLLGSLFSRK
GRK2 aptamer HTS – inhibitors of human GRK2 displacing RNA aptamer; P25098; 330,000 tested, 0.59% active; bead flow cytometry, FAM-aptamer displacement from GRK2; inhibition of aptamer binding, % at 10 µM;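 active = inhibition of aptamer binding above 40%, roughly 3 SD of noise, on plates passing a quality check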;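 note: median bead fluorescence of bound FAM aptamer so fluorescent compounds give negative values; no value below 0 was filed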
Efflux pump mplx – antifungal efflux pump inhibition, Nile Red retention; S. cerevisiae Candida pump triplex; AID 485275; inhibition, % at 10 µM; 330,000 tested, 0.44% active;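 active = plate passing quality check with inhibition over a set limit, or well fluorescence over plate mean plus 4 SD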;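 note: Nile Red retained in pooled yeast measured as flow cytometry median fluorescence; 0% = buffer negative control and 100% = Enniatin B positive control; higher means more Nile Red kept so more efflux inhibition; some compounds called inactive have numbers as strong as hits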
An asterisk follows results filed as active; i = inactive; . = not tested or not shown.

Start of the data: the first three entries, ahead of the listing:
SMILES | GLD-1 RNA inh | MCL1-BIM inh | VLA-4 inh | Fam108B counter | MEX-5 binding | PME-1 primary | BCLXL inh | GRK2 aptamer HTS | Efflux pump mplx
COc1ccc(CNC(=O)c2cc3c(=O)[nH]c4ccccc4c3n2C)cc1 | 1 | -3 | 20 | 2 | 0.4 | -4 | 1 | 0 | -0.3
CC(=O)N1CCCc2cc(S(=O)(=O)N3CCCC3)ccc21 | 10 | 3 | 22 | 1 | -0.4 | 3 | 8 | 0 | 0.0
Brc1ccc2nc(-c3cccs3)c(NCC3CCCO3)n2c1 (stereo not given) | 28 | 11 | -13 | 0 | -7.7 | -1 | 23 | 1 | -0.2

The listing, from the first entry:
SMILES | GLD-1 RNA inh | MCL1-BIM inh | VLA-4 inh | Fam108B counter | MEX-5 binding | PME-1 primary | BCLXL inh | GRK2 aptamer HTS | Efflux pump mplx
COc1ccc(CNC(=O)c2cc3c(=O)[nH]c4ccccc4c3n2C)cc1 | 1 | -3 | 20 | 2 | 0.4 | -4 | 1 | 0 | -0.3
CC(=O)N1CCCc2cc(S(=O)(=O)N3CCCC3)ccc21 | 10 | 3 | 22 | 1 | -0.4 | 3 | 8 | 0 | 0.0
Brc1ccc2nc(-c3cccs3)c(NCC3CCCO3)n2c1 (stereo not given) | 28 | 11 | -13 | 0 | -7.7 | -1 | 23 | 1 | -0.2
O=C(NC(=S)Nc1cccc2cccnc12)c1cccs1 | 4 | 11 | 5 | 9 | 0.4 | 8 | 4 | 0 | 0.0
O=C(N=Nc1c(O)[nH]c2ccccc12)c1ccc(CN2CCOCC2)cc1 | -2 | 4 | -18 | 2 | -3.2 | -2 | 0 | 0 | 0.1
C=CCn1cc(C(=O)N2CCN(C)CC2)c(=O)c2cc(S(=O)(=O)N(CC)CC)ccc21 | 0 | -5 | 0 | -2 | 0.4 | -4 | -3 | 1 | -0.1
CC(=O)C1=C(C)NC(SCC(N)=O)=C(C#N)C1c1cccs1 (stereo not given) | 2 | 2 | 2 | 5 | -4.1 | 4 | 2 | 2 | 0.0
COc1ccc(C(C#N)N2N=C(C)CC2(C)C)cc1OC (stereo not given) | 3 | -2 | -8 | -4 | -1.9 | -6 | 2 | 0 | -0.2
Cc1ccc(-n2c(Cc3cccn3C)nnc2SCC(=O)N2CCc3ccccc32)cc1 | -1 | -14 | -22 | 1 | 2.0 | 2 | -4 | 3 | 0.2
Cc1nc(CN(C)C(=O)c2cc(COc3c(F)cccc3F)on2)cs1 | 6 | -1 | -15 | 9 | -0.9 | -2 | 3 | 2 | 0.0
CC(C)(C)OC(=O)C[C@H]1C/C=C\C[C@H](CC(=O)N(CCO)Cc2ccccc2)C(=O)N2CCC[C@H]2COC1=O | -2 | . | 2 | . | . | . | . | 2 | -0.3
Cc1nc(C(F)(F)F)ccc1C(=O)Nc1ccc2ccccc2n1 | . | . | 1 | . | -3.8 | . | . | 1 | 0.0
COc1ccc([C@H]2[C@H]3C=CC[C@@H](C)[C@@H]3C(=O)N2Cc2ccccc2)cc1Cl | 5 | 6 | -9 | 3 | 3.4 | -1 | 5 | 0 | 0.1
COc1ccccc1NS(=O)(=O)c1cccc(C(=O)NNC(=O)c2ccc(O)c(Cl)c2)c1 | 1 | -4 | 12 | 1 | 0.4 | 1 | 1 | 3 | 0.0
Cc1cc(N2CCOCC2)nc(C(C)C)n1 | 9 | -7 | 6 | 0 | -0.6 | -5 | 6 | 0 | 0.1
Cc1cc(Nc2ccc(N3CCC(C)CC3)cc2)n2ncnc2n1 | -5 | 3 | 5 | 4 | 3.8 | 4 | 6 | 0 | 0.2
COC(=O)c1ccc(NC(=S)N(Cc2cccnc2)Cc2ccco2)cc1 | -9 | -8 | -8 | -4 | -2.3 | 3 | -5 | 0 | 0.1
COC(=O)c1cc(NC(=O)c2c(F)c(F)c(F)c(F)c2F)cc(C(=O)OC)c1 | 3 | 6 | 1 | -5 | 3.2 | -8 | 6 | 0 | 0.0
Cc1ccc(NC(=O)CCNC(=O)Nc2ccccc2)cc1S(=O)(=O)N(C)C | 1 | -13 | 1 | . | . | -8 | -5 | 2 | -0.3
Nc1c(C(=O)Nc2ccc(S(=O)(=O)N3CCCC3)cc2)sc2nc3ccc(OC(F)(F)F)cc3cc12 | 23 | 48* | i | -24 | -13 | -8 | 57* | 0 | 0.0
CON(C)c1nc(OCCNC(=O)OCc2ccc(Cl)cc2Cl)nc(N(C)C)n1 | 5 | 4 | 11 | 0 | -4.0 | -1 | 1 | 2 | -0.2
O=C(O)C1CCCCC1C(=O)NCc1cn2ccccc2n1 (stereo not given) | 2 | -1 | 19 | 2 | 0.6 | -2 | -2 | 3 | 0.1
CSCC[C@H](NC(=O)COc1ccc(Cl)cc1)c1nc2ccccc2[nH]1 | -10 | -3 | -5 | 0 | -2.3 | -2 | 3 | 98* | -0.1
C=CCSC1=N/C(=C\c2sccc2C)C(=O)S1 | -3 | 1 | -8 | 0 | -3.0 | -5 | 2 | 2 | -0.2
CN(C)/C=N/C(=S)Nc1ccccc1 | -4 | -5 | 0 | -4 | 0.8 | -4 | -4 | 1 | 0.1
Cc1cc2nc(C)n3c4ccccc4nc3n2n1 | 10 | 9 | -12 | 2 | -5.9 | -4 | 9 | 0 | -0.3
COc1ccc(NC(=O)CN2C(=O)NC3(CCCC3)C2=O)cc1S(=O)(=O)N1CCCCC1 | 5 | -2 | -3 | . | . | 1 | -5 | 8 | 0.3
CC(C)C(NC(=O)COc1ccc2ccccc2c1)C(=O)N/N=C/C=C/c1ccccc1 (stereo not given) | 5 | -14 | 20 | -1 | 0.2 | 4 | -10 | 0 | 0.2
OC(Cn1ccnc1)c1ccc(Cl)cc1Cl (stereo not given) | 2 | 4 | -1 | 4 | 1.7 | -8 | 5 | 4 | 0.2
COc1cccc(CN(C(=O)c2ccco2)C2CCS(=O)(=O)C2)c1 (stereo not given) | -2 | 2 | 6 | -2 | -0.6 | -2 | -1 | 5 | 0.2
CC1CCCN(C(=O)c2ccc(S(=O)(=O)Nc3ccccc3Cl)cc2)C1 (stereo not given) | 1 | 1 | 0 | -1 | -0.8 | 7 | 36* | 3 | 0.1
CCN(Cc1cc2cc(C)ccc2[nH]c1=O)C(=O)c1cccc(OC)c1 | -4 | 2 | -6 | 2 | 1.7 | 7 | 8 | 0 | 0.0
Cn1nnnc1SCC(=O)NCc1ccc2c(c1)OCO2 | -1 | 2 | -18 | 3 | 0.9 | 1 | 0 | 2 | -0.1
Cn1nccc1C(=O)N1CCN(c2ccccc2F)CC1 | 10 | -1 | -9 | -3 | -0.5 | 1 | 2 | 0 | -0.1
COc1cc(C(=O)Oc2ccc(C(=S)N3CCOCC3)cc2)cc(OC)c1OC | 1 | 7 | -4 | 0 | 0.3 | -2 | 2 | 1 | -0.1
CCCCNC(=O)N1CCCN(c2ccc(C#N)cn2)CC1 | -3 | 10 | 3 | 2 | 0.0 | -3 | 3 | 1 | 0.2
Cc1c(S(=O)(=O)Nc2ccc(Br)cc2)c(=O)n(C)c(=O)n1C | 4 | 3 | 8 | -1 | 4.0 | 4 | 2 | 1 | 0.0
Cc1cc(C(=O)O)n(C(C)(C)C)n1 | 6 | -4 | -46 | 4 | -0.3 | -4 | 1 | 0 | 2.0*
CC1CCC2(CC1)NC(=O)N(CC(=O)NCc1ccc3c(c1)OCO3)C2=O (stereo not given) | 2 | -15 | 10 | 4 | 1.3 | 6 | -11 | 1 | -0.2
COc1ccc(CNC(=O)c2cnccn2)cc1 | -1 | -3 | 5 | 0 | 1.3 | -4 | 2 | 0 | 0.1

The final 4 entries of the part above come first, to join the parts.
SMILES | GLD-1 RNA inh | MCL1-BIM inh | VLA-4 inh | Fam108B counter | MEX-5 binding | PME-1 primary | BCLXL inh | GRK2 aptamer HTS | Efflux pump mplx
Cc1c(S(=O)(=O)Nc2ccc(Br)cc2)c(=O)n(C)c(=O)n1C | 4 | 3 | 8 | -1 | 4.0 | 4 | 2 | 1 | 0.0
Cc1cc(C(=O)O)n(C(C)(C)C)n1 | 6 | -4 | -46 | 4 | -0.3 | -4 | 1 | 0 | 2.0*
CC1CCC2(CC1)NC(=O)N(CC(=O)NCc1ccc3c(c1)OCO3)C2=O (stereo not given) | 2 | -15 | 10 | 4 | 1.3 | 6 | -11 | 1 | -0.2
COc1ccc(CNC(=O)c2cnccn2)cc1 | -1 | -3 | 5 | 0 | 1.3 | -4 | 2 | 0 | 0.1
CCOC(=O)c1ccc(NC(=O)CSc2nnc(C3CC3)n2CC)cc1 | -2 | 2 | 2 | 2 | 3.3 | -1 | 7 | 3 | 0.5
O=C(Cn1ncc2c1-c1ccccc1OC2)Nc1cccc(Cl)c1 | -3 | 9 | -18 | -1 | 0.0 | -14 | 3 | 1 | 0.0
COc1ccc(C(C(=O)NCc2ccccc2)N(Cc2ccc3c(c2)OCO3)C(=O)c2cnccn2)cc1 (stereo not given) | 1 | 5 | -4 | -5 | -0.1 | 4 | -4 | 0 | 0.0
COC(=O)c1ccc2c(=O)n(CCN3CCOCC3)c(SCC(=O)Nc3ccc(C)cc3)nc2c1 | -5 | 11 | -13 | 2 | -1.9 | -9 | 5 | 3 | 0.6
O=C(NN1C(=O)C2C3C=CC(O3)C2C1=O)c1ccncc1 (stereo not given) | 0 | 2 | -9 | -4 | 3.3 | 5 | 0 | 1 | 0.1
O=C(O)CC(C(=O)O)c1ccc(OCCCCOc2ccc(C(CC(=O)O)C(=O)O)cc2)cc1 (stereo not given) | 2 | 12 | -1 | 0 | -0.3 | 3 | 5 | 1 | 0.0
COc1cc2c(C(=O)NCc3ccccn3)cn(C)c(=O)c2cc1OC | 0 | 9 | -16 | 2 | -0.8 | -4 | 11 | 1 | 0.1
Cc1ccc(OCC(=O)Nc2ccc(S(=O)(=O)Nc3ccccn3)cc2)cc1 | -7 | -5 | -17 | -3 | -4.2 | -2 | -2 | 1 | 0.0
Cc1cc(N2CCCCCC2)nc2ccccc12 | 11 | 4 | 1 | 1 | 0.3 | 0 | 3 | 0 | 0.0
CCOC(=O)C/C(N)=N/NC(=O)c1ccc(Cl)cc1Cl | 4 | 6 | 7 | 7 | 0.8 | -3 | 7 | 13 | 0.0
CC(C)(C)NC(=O)CSc1nncn1NCc1cccc2ccccc12 | 1 | -11 | 4 | 4 | -6.1 | 3 | -5 | 0 | 0.0
O=C(CCCCCl)Nc1c2c(nc3ccccc13)CCC2 | 7 | 0 | 31 | -3 | -0.6 | 5 | 0 | 0 | -0.1
Cc1ccc(-n2c(N)c(C(=O)N3CCCCC3)sc2=S)cc1 | 8 | 9 | -8 | 2 | -1.1 | 3 | 4 | 0 | 0.2
CCOC(=O)N1CCC(N2C(=O)c3ccc(C(=O)NCc4ccc(F)cc4)cc3C2=O)CC1 | 2 | 6 | -4 | -4 | . | 12 | 4 | 1 | 0.0
O/N=C/c1cn(-c2ccccc2)nn1 | 10 | 4 | -7 | 0 | 2.6 | -6 | 0 | 0 | 0.1
C=CCN(c1ccc(C(=O)NCCSc2ccccc2)cc1)S(C)(=O)=O | 3 | -3 | 3 | -3 | 2.9 | -12 | 1 | 3 | 0.0

Screening data deposited in PubChem by several laboratories.

These rows are one share of the data; the hit share may differ from the screen's.
